EPAC1 antag = qHTS for Antagonist of cAMP-regulated guanine nucleotide exchange factor 3 (EPAC1): primary screen; Rap guanine nucleotide exchange factor 3 (Homo sapiens), O95398; EPAC1 GEF assay, Rap1b-BODIPY-GDP exchange fluorescence; Potency, µM (series often up to 115 µM), for the others: at the highest dose activity change, negative = inhibition, hits mostly inhibitors; 360,000 compounds, 0.14% hits; AID 720709, 2013;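 also: potency is read from the fitted curve at half-maximal effect; plate controls were vehicle for no effect and positive control for full effect; nearly all actives have a fitted effect of over 50% in size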
Target sequence (O95398 whole entry, looked up): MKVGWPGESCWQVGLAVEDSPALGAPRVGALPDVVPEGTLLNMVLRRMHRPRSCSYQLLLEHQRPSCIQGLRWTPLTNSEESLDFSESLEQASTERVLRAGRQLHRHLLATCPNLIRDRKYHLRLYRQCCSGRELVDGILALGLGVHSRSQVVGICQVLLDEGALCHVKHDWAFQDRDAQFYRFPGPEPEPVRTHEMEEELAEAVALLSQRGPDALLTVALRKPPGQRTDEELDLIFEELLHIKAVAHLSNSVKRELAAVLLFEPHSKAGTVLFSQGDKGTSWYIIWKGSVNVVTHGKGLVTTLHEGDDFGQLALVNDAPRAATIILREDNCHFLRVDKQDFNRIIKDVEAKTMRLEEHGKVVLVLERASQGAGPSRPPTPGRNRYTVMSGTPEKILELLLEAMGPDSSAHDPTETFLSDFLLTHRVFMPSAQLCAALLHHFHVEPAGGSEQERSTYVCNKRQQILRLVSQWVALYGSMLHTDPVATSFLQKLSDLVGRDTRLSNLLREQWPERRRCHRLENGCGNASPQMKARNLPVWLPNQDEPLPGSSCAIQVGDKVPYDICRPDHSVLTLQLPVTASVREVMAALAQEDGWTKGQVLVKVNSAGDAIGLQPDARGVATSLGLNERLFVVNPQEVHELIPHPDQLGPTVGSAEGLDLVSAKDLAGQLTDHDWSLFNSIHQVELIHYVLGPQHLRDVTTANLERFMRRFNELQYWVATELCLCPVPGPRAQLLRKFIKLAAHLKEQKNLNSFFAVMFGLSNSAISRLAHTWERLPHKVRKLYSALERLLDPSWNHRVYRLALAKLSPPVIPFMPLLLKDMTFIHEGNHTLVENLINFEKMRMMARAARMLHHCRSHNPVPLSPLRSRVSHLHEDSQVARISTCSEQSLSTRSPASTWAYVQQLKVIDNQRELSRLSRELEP
EPAC1 agonist = qHTS for Agonist of cAMP-regulated guanine nucleotide exchange factor 3 (EPAC1): primary screen; EPAC1 agonist qHTS, biochemical assay; response scale: 100% = response to 6.5 mM cAMP; Potency, µM (top dose mostly 154 µM), for inactives: at the highest dose activation, most hits filed as activators; 360,000 compounds, 0.073% hits; AID 720707, 2013; also: potency is read from the fitted curve at half-maximal effect; nearly all actives have a fitted effect of over 60% in size
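Read-out is the fluorescence drop as BODIPY-GDP leaves Rap1B (480 nm excitation, 540 nm emission), recorded every 5 minutes over 30 minutes. Reactions held 100 nM EPAC1, 250 nM Rap1B–BODIPY-GDP and 50 uM GDP, with 6.5 mM cAMP setting full activation.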
FUS yeast rescue = qHTS for Suppressors of FUS Proteinopathy: Primary screen using FUS-linked yeast assay. S. cerevisiae FUS-expressing, growth rescue, OD600, 24 h. Potency, µM (highest dose often 76.6 µM), without a hit: at the highest dose growth rescue (activation), actives largely listed as activators. 390,000 compounds, 0.24% hits;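 also: potency is read from the fitted curve at half-maximal effect; plate controls were DMSO vehicle for no effect and reference control for full effect; nearly all actives have a fitted effect of over 55% in size; some results filed as inactive show a strong effect at the top dose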
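Quantitative HTS measuring growth restoration of FUS-toxic yeast. Galactose-induced cells (OD 0.005) were exposed 24hr at 30C to compounds at several concentrations, then absorbance at 600 nm was recorded.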
Abeta yeast res = qHTS for compounds that reverse cellular toxicity of Amyloid beta (A-beta) peptide in yeast: Primary Screen; yeast expressing A-beta42, growth rescue, OD600, 48 h; response scale: 0% DMSO, 100% iron-clioquinol control; Potency, µM (highest dose often 46.1 µM), for the others: at the top dose growth rescue, usual class: activators; AID 1347071, 2019; 410,000 compounds, 0.063% hits; also: potency is read from the fitted curve at half-maximal effect; nearly all actives have a fitted effect of over 55% in size
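Yeast growth medium received pinned compounds, then yeast cells expressing toxic A-beta were added; plates incubated at 30 C for 48 hr. Growth read as absorbance at 600 nm, normalized to DMSO and equimolar FeCl3 plus clioquinol controls.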
PLK1 PBD block = qHTS for Inhibitors of PLK1-PDB (polo-like kinase 1 - polo-box domain): Primary Screen | Potency, µM, inactives show max response, negative = inhibition, hits mostly inhibitors | AID 720504, 2013 | Plk1 PBD binding of FITC phosphopeptide, fluorescence polarization | 360,000 compounds, 2.8% hits; also: potency is read from the fitted curve at half-maximal effect; series mostly up to about 57 µM; % is scaled to controls: 0 for no effect and ±100 for the full control effect; nearly all actives have a fitted effect of over 65% in size
IL2 activator = qHTS of IL-2 Activators | IL-2 activation reporter assay, cell-based qHTS; stimulated with anti-CD3/CD4/CD28 beads; in transgenic mouse T cells | activation, % (series mostly up to about 46 µM) | 360,000 compounds, 0.065% hits; in the data active = activation above about 50%; inconclusive = mostly about 30% to 49%; also: 0% is about no effect
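Using fluorescent plate cytometry, EGFP and DsRed are detected in transgenic mouse T cells stimulated 18 h at 37 degrees C with antibody-coated beads after 60 min compound pretreatment.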
WRN helicase inh = qHTS for Inhibitors of WRN Helicase. Bifunctional 3'-5' exonuclease/ATP-dependent helicase WRN (Homo sapiens), Q14191. WRN helicase unwinding, fluorescent forked duplex, kinetic. Potency, µM (highest dose often 114 µM), for the others: top-dose activity change, negative = inhibition, hits mostly inhibitors. 360,000 compounds, 0.46% hits. AID 651768, 2012; also: potency is read from the fitted curve at half-maximal effect; % is scaled to controls: 0 for no effect and ±100 for the full control effect; nearly all actives have a fitted effect of over 55% in size
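Kinetic fluorescence helicase assay: unwinding of a quenched forked DNA duplex (100 nM final) with 2 mM ATP final raises red fluorescence (525/598 nm). Compounds sat 15 min at room temperature with 20 nM WRN beforehand.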
PI5P4Ka inh = qHTS for Inhibitors of phosphatidylinositol 5-phosphate 4-kinase (PI5P4K); Phosphatidylinositol 5-phosphate 4-kinase type-2 alpha (Homo sapiens), P48426; PI5P4Kalpha enzyme, ADP-Glo luminescence, 60 min; hits give low values; max response, %; 330,000 compounds, 1.2% hits; active = max response of -50% or lower; inconclusive = between -30% and -50%; inactive = -30% or higher; also: value at the top dose of about 77 µM; % is scaled to controls: 0 for no effect and ±100 for the full control effect
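ADP-Glo luminescence end-point after a 60 min room-temperature kinase reaction. PI5P4Kalpha and substrate in HEPES pH 7.4 buffer with EGTA, 0.1% CHAPS and 5% DMSO; ATP at 5 microM final.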
An asterisk follows results filed as active; ? = inconclusive; nt = no result given; [ ] = another dose, or the depositor's remark. Unless noted, calls follow the shape of the dose curve; as a rule, active = well fitted curve in the direction sought with a large enough effect; inconclusive = small, poorly fitted or top-dose-only effect, or another doubt; inactive = no such curve, though single readings can be large; an effect the other way counts as inactive or inconclusive.

structure | WRN helicase inh | FUS yeast rescue | EPAC1 antag | PI5P4Ka inh | EPAC1 agonist | Abeta yeast res | PLK1 PBD block | IL2 activator
CCOc1ccc(NC(=O)CC2C(=O)NCCN2C(=O)Nc2ccccc2)cc1 (stereo unspecified) | 3% | 16% | -5% | -8 | -2% | -3% | -5% | 1.5
Cc1ccc(C(=O)N2CCC(C(=O)c3ccc(F)cc3)CC2)cc1 | -1% | 5% | -11% | -3 | -1% | -27% | 4% | 0.4
Cc1c(Cl)c([N+](=O)[O-])nn1CCCC(=O)NC1CCCCC1 | -3% | -22% | -18% | 2 | 0% | 0% | 0% | 0.1
Cc1ccc(S(=O)(=O)/N=C(\c2ccccc2)N(C)S(=O)(=O)c2ccccc2)cc1 | -26% | nt | -25% | -1 | 5% | 10% | ? | -0.2
O=C(NCc1nc2ccccc2[nH]1)C1=C[C@H](C2CCCCC2)C[C@H](OCCCCO)O1 | -2% | 9% | 13% | 13 | -6% | -1% | 3% | -1.5
CC(=O)c1ccc(S(=O)(=O)Nc2ccc(-c3ccc4nncn4n3)cc2)cc1 | ? | 12% | -15% | ? | -3% | 16% | -9% | -0.4
OCCC1CN(Cc2cn[nH]c2C2CCCCC2)CCN1C1CCCCC1 (stereo unspecified) | -9% | 8% | -12% | 1 | -17% | 7% | -3% | -0.4
O=C(CCC(=O)OCC(=O)c1ccccc1)Nc1cccc2cccnc12 | -1% | -7% | -18% | nt | -1% | 2% | -9% | -1.3
COc1ccc(N(Cc2ccccc2)C(=O)CSc2nnc(Cn3nnc4ccccc43)o2)cc1 | -9% | 29% | 4% | -1 | 8% | 1% | -14% | -1.5
CCn1c(C(=O)O)c(CC(=O)Nc2ccccc2F)c2ccccc21 | 4% | -7% | -7% | 0 | -5% | 9% | 3% | -0.2
Cc1ccc(S(=O)(=O)Nc2ccc(S(=O)(=O)Nc3cc(C)nc(C)n3)cc2)cc1 | 5% | -36% | 0% | -4 | 1% | 9% | 2% | -0.8
COc1cc(-c2n[nH]c(=S)n2/N=C/c2cccn2C)cc(OC)c1OC | -3% | 30% | 3% | -5 | -2% | -15% | -7% | 0.1
COC(=O)c1ccccc1NC(=O)CSCC(=O)Nc1ccccc1OC | -1% | 21% | 6% | nt | 5% | 10% | -2% | -1.0
Cc1cc(NC(=O)COC(=O)/C=C/c2ccc(C)o2)no1 | 1% | 7% | -3% | 0 | 1% | 3% | -3% | -0.1
CCOC(=O)C1=NNC(=O)C1 | 4% | 14% | -7% | -5 | -3% | -11% | 3% | -0.5
Cc1ccc(S(=O)(=O)NC2=NCN(Cc3ccccc3)CN2)cc1 | 2% | 16% | 9% | nt | 14% | 2% | -9% | -2.2
Cc1ccc(NS(=O)(=O)c2ccc(NC(=O)CN(c3cc([N+](=O)[O-])ccc3C)S(C)(=O)=O)cc2)c(C)c1 | -3% | ? | -22% | 1 | 9% | 8% | 1% | -0.7
Oc1cccc(C2c3[nH]c4ccccc4c3CCN2Cc2ccc3c(c2)CCO3)c1 (stereo unspecified) | -15% | -12% | -12% | -2 | 13% | 2% | -2% | -5.7
COc1ccc(Cc2nnc(SCC(=O)N3CCCC(C)C3)o2)cc1 (stereo unspecified) | -3% | -2% | 1% | 4 | -3% | 10% | -5% | 0.8
CCN(CC(=O)Nc1ccc(NC(C)=O)cc1)C(=O)c1cn(-c2ccccc2)nc1-c1cccs1 | -13% | ? | -5% | -8 | 4% | 18% | 1% | -4.8
CC(=O)c1ccc(NC(=O)c2cccc(N3C(=O)c4ccccc4C3=O)c2)cc1 | -22% | nt | -2% | 3 | 3% | -15% | -12% | -4.5
CCC(=O)N=c1n(C)c2ccccc2n1CCOc1ccccc1 | -14% | -6% | 6% | -6 | 2% | -6% | -1% | 0.5
CCCCCCNC(=O)C(C(=O)OCC)C1CCCCC1 (stereo unspecified) | 8% | 5% | 12% | 0 | 2% | 20% | -8% | -1.7
COc1cc(OC)c2c(c1O)OC(c1ccccc1)CC2=O (stereo unspecified) | ? | 20% | ? | ? | -19% | -25% | -16% | -0.1
COc1ccc(C(CNC(=O)c2ccc(S(=O)(=O)Nc3ccccc3OC)cc2)N2CCCC2)cc1 (stereo unspecified) | 2% | 11% | -17% | -3 | 15% | -4% | -3% | 5.9
O=C(COc1ccc2c(C(F)(F)F)cc(=O)oc2c1)Nc1ccc(N2CCOCC2)cc1 | 0% | 1% | 9% | 2 | 6% | -6% | -15% | -1.8
CC(C)Cn1c(C(C)C)nc([N+](=O)[O-])c1S(=O)(=O)c1ccc(F)cc1 | 0% | 15% | 3% | nt | 3% | 11% | ? | -2.9
CCOc1ccc(C(=O)OCC(=O)Nc2ccc3c(c2)OCCO3)cc1OC | 6% | -8% | 0% | -7 | -3% | 1% | 0% | 1.5
CCOC(=O)N1CCN(C(=S)Nc2ccc(C)c(C)c2)CC1 | 1% | 21% | 3% | -2 | 8% | 2% | 1% | -5.4
COc1ccc(-n2nc(C(=O)O)cc2-c2ccccc2)cc1 | 3% | 4% | -11% | -9 | -1% | -10% | -4% | 1.8
Cc1ccc(S(=O)(=O)CCC(=O)OCC(=O)N(C)CC(=O)Nc2ccc(F)cc2)cc1 | -9% | -3% | 5% | 3 | -3% | 5% | -2% | -0.4
COc1cc(C(C2C(=O)CC(C)(C)CC2=O)C2C(=O)CC(C)(C)CC2=O)cc(OC)c1OC | -3% | 17% | -6% | -6 | 0% | -1% | ? | -3.2
Cc1cc(C)cc(NC(=O)Nc2ccc(Cl)cn2)c1 | -1% | -5% | 5% | -3 | 7% | -15% | -3% | -0.1
CC1=Nn2c(nc(-c3ccccc3)c2-c2ccccc2)N(CC(N)=O)C(=O)C1 | -5% | -5% | 0% | 2 | 0% | ? | -2% | -0.1
O=C1CC(c2ccccc2)c2cccc(F)c21 (stereo unspecified) | 0% | -26% | -5% | 6 | 7% | -7% | -9% | -0.4
Cc1ccc(N(CC(=O)Nc2ccc(-c3nc4ccc(C)cc4s3)cc2)S(C)(=O)=O)cc1 | -12% | -7% | -9% | 1 | 0% | 12% | -1% | -0.2
CC(C)c1ccc(NC(=O)C2(C)Cc3c(-c4ccc(N(C)C)cc4)ccnc3O2)cc1 (stereo unspecified) | -11% | 45% | -12% | 8 | 0% | -5% | -2% | -0.2
Cc1ccc(S(=O)(=O)N(CC(=O)NCc2ccncc2)Cc2ccccc2F)cc1 | 1% | -2% | 1% | 1 | -2% | 2% | -8% | 4.0
Fc1c(F)c(F)c(N/N=C/c2c[nH]c3ccccc23)c(F)c1F | -4% | 12% | -9% | 2 | 2% | -62%[inhibitor] | -2% | -0.1
Cc1ccc(C(=O)COC(=O)CNC(=O)Cc2ccccc2)cc1[N+](=O)[O-] | -18% | -9% | -13% | 5 | 3% | -4% | -6% | -0.2
COc1ccc(-c2nc3cc([N+](=O)[O-])ccc3o2)cc1OC | -3% | -6% | -12% | -12 | -1% | -12% | -10% | -1.3
Cc1ccc(-n2ncc3c(SCc4cccc(C)c4)ncnc32)cc1 | -5% | -11% | 3% | 4 | 3% | 17% | -5% | -1.6
COc1ccc(NC(=O)CS(=O)(=O)c2cccc(Cl)c2)cc1 | ? | 7% | -24% | ? | 15% | 2% | 21µM* | -0.7
Cc1nc(SCC(=O)NCCc2ccc(Cl)cc2)nc(C)c1C | -17% | -6% | -4% | nt | 4% | 2% | -1% | -0.4
N#Cc1ccc(CN2CCN(C(=O)c3ccc(S(=O)(=O)N4CCCCCC4)cc3)CC2)cc1 | -2% | -6% | -9% | -1 | 13% | -6% | -6% | -0.4
CCN(CC)CCn1c2c(c(SCC(=O)Nc3nc4ccc(C)cc4s3)nc1=O)CCC2 | 6% | -3% | -3% | 7 | 0% | -6% | 0% | -3.0
Cc1c(Cl)cccc1NC(=O)COC(=O)c1c2c(nc3ccccc13)CCN(Cc1ccccc1)C2 | -11% | nt | ? | 21 | 2% | 1% | -5% | -0.8
COc1ccc(-c2ccnc3nc(Sc4ncc(C(F)(F)F)cc4Cl)nn23)cc1 | -13% | ? | -13% | nt | 13% | -1% | -1% | -3.7
CC(C)C[C@@H](CN)NC(=O)c1nc[nH]c1C(=O)N[C@@H](C)C(=O)CNC[C@H](CC(C)C)NC(=O)c1nc[nH]c1C(=O)N[C@@H](CC(=O)O)C(=O)O | 3%[11.6 µM] | 5% | 13% | 1 | -14% | -17% | -16% | -0.5
CC1(C(=O)NS(=O)(=O)c2cccs2)CCN1C(=O)C1(c2ccccc2)CCCC1 (stereo unspecified) | -5% | -11% | -14% | 6 | -5% | 18% | 5% | -0.1
OC(COC(c1ccc(F)cc1)c1ccc(F)cc1)CN1CCc2ccccc2C1 (stereo unspecified) | -7% | nt | -28% | 6 | -5% | 29% | -1% | 0.0
Cc1[nH]n(C(N)=S)c(=O)c1N=Nc1cccc([N+](=O)[O-])c1C | -4% | 12% | -13% | -5 | -3% | 7% | -7% | 2.1
CCc1ccccc1NC(=O)COc1ccc(C(=S)N2CCCC2)cc1 | 5% | 13% | -7% | 3 | 6% | 3% | ? | 0.8
CCCC(c1nnnn1Cc1cccs1)N1CCN(C)CC1 (stereo unspecified) | -14% | 27% | -9% | -6 | -3% | -13% | ? | 2.4
COCC(O)Cn1ccnc1[N+](=O)[O-] (stereo unspecified) | -1% | -18% | 5% | -1 | 3% | -3% | 0% | -2.6

Three compounds from above, showing only Abeta yeast res and IL2 activator:
structure | Abeta yeast res | IL2 activator
CC1=Nn2c(nc(-c3ccccc3)c2-c2ccccc2)N(CC(N)=O)C(=O)C1 | ? | -0.1
O=C1CC(c2ccccc2)c2cccc(F)c21 (stereo unspecified) | -7% | -0.4
Cc1ccc(N(CC(=O)Nc2ccc(-c3nc4ccc(C)cc4s3)cc2)S(C)(=O)=O)cc1 | 12% | -0.2

From PubChem BioAssay
